# RMI FANCM FP – inhibitors of human RMI core complex binding to FANCM MM2; FP signal (polarization) at 33 µM; Fluorescence polarization, RMI core complex with F-MM2 peptide; stronger effect = lower value; 70,000 compounds, 0.58% hits; in the data active = FP signal below about 40; also: inactives centre near 61; strong numbers were not always called active; unit not given here
# * hit, by the source's call; & = joins results of further samples. The list is partial. The share of hits here may be higher or lower than overall.
mol	RMI FANCM FP
COc1ccccc1CNC(=O)C(=O)Nc1ccon1	52
COc1cccc2sc(NNC(=O)c3cc(-c4cccs4)nc4ccccc34)nc12	74
COc1ccc(-c2cn3cccnc3n2)cc1NC(=O)C(C)(C)C	58
O=C(CCc1nc(-c2ccccn2)no1)NCc1ccc(F)cc1	52
COc1ccc(Cn2c(CO)c[nH]c2=S)cc1	70
COC(=O)c1ccc(NC(=O)c2csc(Nc3ccc(S(C)(=O)=O)cc3)n2)cc1	79
O=C(c1cccs1)N1CCc2ccc(NC(=O)C3(c4ccccc4)CCOCC3)cc21	67
CCOc1ccc(C2CC(=O)NC(SCC(=O)Nc3c(C)cc(C)cc3C)=C2C#N)cc1 (configuration not stated)	74
CC1CCN(C(=S)c2ccc(-c3ccc(Cl)cc3Cl)o2)CC1	68
CS(=O)(=O)N1CCCCC1C(=O)N1CCc2ccccc2C1 (configuration not stated)	67
Cc1sc2nc(SCC(=O)Nc3sccc3C#N)n(-c3ccccc3)c(=O)c2c1C	85
O=C(CCCS(=O)(=O)c1ccc(F)cc1)Nc1nnc(-c2ccc(Br)s2)o1	64
Cc1sc2ncnc(SCC(=O)NCc3ccc4c(c3)OCO4)c2c1C	79
CCOc1ccccc1N1C(=O)CNC1=S	55
Cc1nc2c(sc3ccccc32)c(=O)n1CC(=O)Nc1ccc(Cl)cc1	141
COc1cc2c(cc1OC)C(COc1cccc(C(F)(F)F)c1)N(C(=O)CCCCl)CC2 (configuration not stated)	79
c1ccc2c(c1)ncn2CN1CCCCC1	59
COc1ccc(CCNC(=O)CSc2ccc(NC(=O)c3ccccc3)nn2)cc1	65
CCOC(=O)C(=NNc1cccc(Br)c1)C(=O)OCC	62
O=C(NCCn1ncc2c(N3CCN(Cc4ccccc4)CC3)ncnc21)C12CC3CC(CC(C3)C1)C2	65
CS(=O)(=O)c1ccc(C(=O)Nc2cccc(-c3nc4ccccc4[nH]3)c2)cc1	55
CCOC(=O)C(N=Nc1ccc(Br)cc1)=C(O)CSC#N	61
CCc1ccc(/C=N\Nc2ncnc3nc[nH]c23)cc1	63
Cc1[nH]c(=O)[nH]c(=O)c1CCc1nnc(SCC(=O)NC2CCS(=O)(=O)C2)o1 (configuration not stated)	63
O=[N+]([O-])c1cc(Br)cnc1Sc1nnc(SCC2CC2)s1	49
CN(C)C=Nc1nnc(SCc2ccc([N+](=O)[O-])cc2)s1	48
CN1CCOc2cc(S(=O)(=O)NCc3ccc(S(N)(=O)=O)cc3)ccc21	56
O=C1Nc2ccccc2/C1=C/c1c(Sc2ccc(Cl)cc2)nc2sccn12	56
CCOC(=O)CSc1nnc(N)s1	58
COc1ccccc1CNC(=O)Cc1cc(-c2ccc(Cl)cc2)on1	80
COC(=O)c1sc(SC)c(S(=O)(=O)C(C)C)c1N/N=C(/C#N)S(=O)(=O)C(C)C	48
CCCCOc1cccc(NC(=O)c2ccc([N+](=O)[O-])c(C)c2)c1	61
N=C(N)Sc1c[nH]c2ccccc12	59
COc1ccc(-c2nnc3ccc(OCCNC(=O)c4ccccc4C)nn23)cc1OC	70
O=c1[nH]c(=S)[nH]c(O)c1C=Nc1cc(Cl)cc(Cl)c1	64
CCOc1ccc(NC(=O)NCCOc2ccc3nnc(-c4cccc(F)c4)n3n2)cc1	69
Cc1cc(C)cc(NC(=O)c2cc3ccccc3o/c2=N/NS(=O)(=O)c2ccc(F)c(Cl)c2)c1	57
Cc1cc(C)c2nc(NCc3ccccn3)sc2c1	61
O=C(COc1ccc(F)cc1)NCC(c1ccsc1)N1CCCCCC1 (configuration not stated)	112
COc1ccc(CCNC(=O)c2cnc3sccn3c2=O)cc1	62
COc1ccccc1NC(=O)NC(C)(C)CC(C)(C)C	58
c1coc(-c2nccs2)c1	54
O=C(NCC(O)Cn1c2ccccc2c2ccccc21)NC1CCCCC1 (configuration not stated)	61
O=C(c1ccco1)N1CCc2ccc(NS(=O)(=O)c3cccc(F)c3)cc2C1	71
CCOC(=O)c1c(NC(=O)CSc2nnc(NC(=O)C(C)(C)C)s2)sc2c1CCC2	64
Cc1ccccc1C(=O)Nc1nnc(SC(C)C)s1	61
CCOC(=O)c1ccc(S(=O)(=O)N2CCN(c3ccc(-c4ccco4)nn3)CC2)cc1	69
Cc1ccc(Nc2nc(N3CCCC3)nc(N3CCCC3)n2)cc1Cl	55
Cc1ccc2oc(C(=O)Nc3nccs3)c(C)c2c1	115
CN(C)N=C(NO)c1c(F)cccc1Cl	50

# The closing 2 entries of the section above lead into the next.
mol	RMI FANCM FP
Cc1ccc2oc(C(=O)Nc3nccs3)c(C)c2c1	115
CN(C)N=C(NO)c1c(F)cccc1Cl	50
O=C(NNC(=O)c1csc(-c2cccs2)n1)Nc1ccc(Cl)cc1	58
O=C(CSc1nnc(NC(=O)c2ccc(Br)o2)s1)Nc1cc(C(F)(F)F)ccc1Cl	64
CCCN(CCC)S(=O)(=O)c1ccc(C(=O)NNC(=O)c2cc(OC)c(OC)c(OC)c2)cc1	58
Cc1cccc(OCC(=O)Nc2c(C(=O)c3ccc4c(c3)OCO4)oc3ccccc23)c1	63
O=C(Sc1ccc(Cl)cc1)c1ccno1	52
O=C(CSc1nc2scc(-c3ccco3)c2c(=O)n1-c1ccccc1)Nc1ccccc1	98
CCOc1ccc(S(=O)(=O)Nc2ccc3oc(-c4ccccc4)cc3c2)cc1	60
CSc1nc2ccc3nc(NC(=O)c4ccco4)sc3c2s1	64
Cn1ccnc1SCC(=O)c1ccc([N+](=O)[O-])cc1	61
COc1ccc(Cl)cc1NC(=O)CC(N)C(=O)O (configuration not stated)	58
Cc1nnc(SCC(=O)Nc2cc(C(F)(F)F)ccc2Cl)n(N)c1=O	60
Cc1nccn1CC(O)Cn1c2ccc(Cl)cc2c2cc(Cl)ccc21 (configuration not stated)	66
COc1ccccc1CNC(=O)c1sc(=S)n(-c2ccccc2C)c1N	64
CCCCCCn1c(CO)nc2ccccc21	58
COc1cc(Sc2ccc(Cl)cc2)ccc1[N+](=O)[O-]	55
N#CCC(=O)NN=C1CCCCC1	54
O=C(Nc1ccc2c(c1)N(C(=O)C1CCCO1)CC2)c1ccco1 (configuration not stated)	64
COc1ccc(C)cc1NC(=O)CSc1nccn2nc(-c3cccc4ccccc34)cc12	92
Cn1c(N)c(C(=O)c2ccco2)c(=O)n(C)c1=O	54
O=C(CS(=O)(=O)c1ccccc1)N(CCN1CCOCC1)c1nc2c(Cl)cccc2s1	51
N#C/C(=N/Nc1cccc(C(F)(F)F)c1)S(=O)(=O)c1ccsc1	52
CCOC(=O)C1=C(C)NC(C)=C(C(=O)OCC)C1c1cccc(C)n1	61
CCCCCCN(CCCCCC)C(=O)Cc1c(-c2ccc(F)cc2)[nH]c2ccccc12	59
CCCCN(CCCC)Cc1cn2c(-c3ccc(OC)cc3)nnc2s1	63
O=C(NCC(c1cccs1)S(=O)(=O)c1ccccc1)C(=O)NC1CCCCC1 (configuration not stated)	72
COc1cc2cc(C(=O)Nc3cccc(C(C)=O)c3)cc(-c3ccc(C)cc3)c2cc1OC	60
O=[N+]([O-])c1cccc(-c2ccc(SCc3ccncc3)nn2)c1	55
COc1ccc(NC(=O)c2c(NS(=O)(=O)c3ccc(C)cc3)csc2C)cc1	52
O=C(NCC1(c2cccs2)CCCC1)C1CC1	66
CSc1nnc(-c2csc(C)n2)n1-c1cccc(F)c1	58
CCC(C)N=Cc1c(Nc2ccccc2)nc2c(C)cccn2c1=O (configuration not stated)	57
Cc1cc(O)c(C=Nc2ccc(I)cc2)c(=O)o1	58&76
O=C(c1ccccc1C(F)(F)F)N1CCN(Cc2nc(-c3ccco3)cs2)CC1	61
CC(=O)OCC(=O)[C@@]12OC(C)(C)O[C@@H]1C[C@H]1[C@@H]3C[C@H](F)C4=CC(=O)C=C[C@]4(C)[C@@]3(F)[C@@H](O)C[C@@]12C	52&52
O=C(CCCc1ccccc1)NCCn1ncc2c(=O)n(Cc3ccccc3)cnc21	68
O=C1NCCc2c(OCc3ccc(C(F)(F)F)cc3)cccc21	52
CCOC(=O)C(CC)Sc1ncnc2c1nnn2-c1ccc(F)cc1 (configuration not stated)	63
CC12CCC(=O)C=C1CCC1C2CCC2(C)C(C(=O)COC(=O)CCC(=O)O)CCC12 (configuration not stated)	59
CSc1nc(NS(=O)(=O)c2cc(Cl)sc2Cl)nn1C	62
COc1cc(C(c2sc3nc(C)nn3c2O)N2CC(C)OC(C)C2)cc(OC)c1OC (configuration not stated)	57
CCOC(=O)/C(C#N)=C(\Nc1ccc(C(=O)OCC)cc1)SC	54
CCOc1cc(C(=O)Nc2nnc(-c3ccc4c(c3)OCO4)o2)cc(OCC)c1OCC	64
N#CC(=C(O)c1ccc(Br)s1)c1nc2ccccc2[nH]1	57
O=C(NCc1ccc2c(c1)OCCCO2)c1cnc2ccccc2n1	60
CCN1C(=O)Cc2cc(NS(=O)(=O)c3cccs3)ccc21	69
Cc1ccc(-c2cn3c(C(=O)N4CCN(c5ccc(F)cc5)CC4)csc3n2)cc1	61
C=CCN1C(=O)C(C)(C)COc2cc(NC(=O)c3cc(OCC)c(OCC)c(OCC)c3)ccc21	56
Cc1ccc(C)c(Cn2cc(SCc3ccc(C(F)(F)F)cc3)c3ccccc32)c1	61
COc1ccc(C)c2sc(NC(=O)c3ccccc3NS(=O)(=O)c3ccc(C)cc3)nc12	63
CCOc1cc(C(=O)Nc2nnc(-c3ccc4c(c3)CCCC4)o2)cc(OCC)c1OCC	64

# Molecules listed so far containing a COOH group (two):
mol	RMI FANCM FP
COc1ccc(Cl)cc1NC(=O)CC(N)C(=O)O (configuration not stated)	58
CC12CCC(=O)C=C1CCC1C2CCC2(C)C(C(=O)COC(=O)CCC(=O)O)CCC12 (configuration not stated)	59

# Next results follow.
mol	RMI FANCM FP
C1CCc2nnc(Cc3nnc4n3CCCCC4)n2CC1	52
COc1ccc(Cl)cc1NC(=S)N1CCN(c2ccccc2)CC1	62
CNc1nnc(C(F)(F)C(F)(F)C(F)(F)F)s1	45
O=C(NC(=S)Nc1ncn[nH]1)c1ccccc1	54
Cc1ccccc1-c1ccc(N2CCN(S(=O)(=O)c3cccc(Cl)c3)CC2)nn1	86
CCS(=O)(=O)c1ccc(C(=O)Nc2ccc3c(c2)C(=O)NC3=O)cc1	63
O=C(CCCSc1ccc(NC(=O)c2ccco2)nn1)Nc1ccc(F)c(F)c1	126
O=C(CCc1nc2sc3c(c2c(=O)[nH]1)CCCC3)NCCC1=CCCCC1	85
COCCN1CCC(CNC(=O)C(=O)Nc2cc(F)ccc2F)CC1	71
CCn1c(SCC(=O)Nc2ccc(C)c(F)c2)nc2c(-c3ccccc3)csc2c1=O	65
Cc1ccc(CC(=O)Nc2nnc(Cc3ccc(Cl)s3)o2)c(C)c1	75
CC(C)OC(=O)C(C(=O)C(F)(F)F)c1cc(NS(=O)(=O)c2ccc(Br)cc2)c2ccccc2c1O (configuration not stated)	52
CN(C)c1ccc(C(=O)NNC(=O)COc2ccccc2)cc1	55
CC(C)(C)c1ccc(S(=O)(=O)NCc2ccc(C(=O)N3CCOCC3)cc2)cc1	72
C#CC(N)CCC(=O)O (configuration not stated)	49
CCC(=O)Nc1ccc(S(=O)(=O)NCCOc2ccc3c(c2)OCO3)cc1	58
O=C(Nc1ccc2c(c1)N(S(=O)(=O)c1ccccc1)CCC2)c1ccccc1Br	58
COc1ccc(NC(=O)CSc2nccn2Cc2ccccc2)c(OC)c1	71
Fc1ccc(C(c2ccccc2)(c2ccccc2F)n2ccnc2)cc1 (configuration not stated)	52
O=C(Nc1ccc2c(c1)CN(S(=O)(=O)c1ccccc1)CC2)c1c(F)cccc1Cl	71
COc1ccc(OCC(O)CNC(=O)c2ccc(C(F)(F)F)nc2C)cc1 (configuration not stated)	59
CCn1cccc(-c2nnc(SCC(=O)Nc3nc4ccc(C)cc4s3)n2C)c1=O	64
Cn1/c(=N/NC(=O)COc2ccc(Cl)cc2Cl)sc2ccccc21	76
O=C1CCC(=O)N1N1C(=O)C2C3c4ccccc4C(c4ccccc43)C2C1=O (configuration not stated)	57
O=C(CSc1ncnc2scc(-c3ccc(Cl)cc3)c12)Nc1ccc2c(c1)OCCO2	75

# Fetched one by one from above (two):
mol	RMI FANCM FP
O=C(CSc1ncnc2scc(-c3ccc(Cl)cc3)c12)Nc1ccc2c(c1)OCCO2	75
Cc1ccccc1-c1ccc(N2CCN(S(=O)(=O)c3cccc(Cl)c3)CC2)nn1	86

# Further results follow:
mol	RMI FANCM FP
FC(F)(F)Oc1ccc(-n2[nH]nnc2=S)cc1	61
CCC12CCCN3CCc4c(n(c5ccccc45)C(=O)C1)C32 (configuration not stated)	49
Cc1ccc(-c2cn3cccnc3n2)cc1NC(=O)c1cccc(C(F)(F)F)c1	60
Cc1cn2c(nc3c2c(=O)n(C/C=C/c2ccccc2)c(=O)n3C)[nH]1	84
CC(=O)O[C@H]1CCC2(C)C3=C(CCC2C1(C)C)[C@@]1(C)CC[C@@H](C(C)CCC=C(C)C)[C@]1(C)CC3 (some centres not stated)	57
Cc1ccc(NCN2C(=O)c3ccc([N+](=O)[O-])cc3C2=O)cc1	54
COc1cc(OC)cc(C(=O)Nc2nc(-c3ccc4c(c3)OCO4)cs2)c1	80
COc1ccc(-c2nn(-c3ccccc3)cc2C(=O)N2CCCCC2)cc1OC	59
O=C(CC(NCCN1CCOCC1)C(=O)O)Nc1cc(Cl)cc(Cl)c1 (configuration not stated)	54

# Three entries from above, ordered by number of heavy atoms, high to low.
mol	RMI FANCM FP
Cc1ccc(-c2cn3cccnc3n2)cc1NC(=O)c1cccc(C(F)(F)F)c1	60
O=C(CC(NCCN1CCOCC1)C(=O)O)Nc1cc(Cl)cc(Cl)c1 (configuration not stated)	54
CCC12CCCN3CCc4c(n(c5ccccc45)C(=O)C1)C32 (configuration not stated)	49
